# Source: PubChem
# DENV2 CPE rescue: DENV2-induced cell death inhibition; DENV2-infected cells, cytopathic effect rescue, plate reader; CPE inhibition, % at 9.99 µM; 1.7% of 350,000 active; AID 651640; in the data active = CPE inhibition above about 20%, passing the limit was not always enough; inconclusive = no clear call, values can overlap the other calls; tested in BHK-21 cells;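 also: 0% = median of neutral control wells and 100% = median of positive control wells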
# E-sel inducer: E-selectin induction on HUVECs; activation, % at 7.58 µM; HUVEC E-selectin immunofluorescence imaging; normalized: neutral wells 0, TNF-alpha wells 100; 0.37% of 260,000 active;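 active = mean E-selectin-positive cell signal at least 10% of the positive control, reached in at least 60% of replicates, without over 20% cell loss; inconclusive = no rule given, readout overlaps actives, possibly toxicity-flagged; inactive = the rest, including those meeting only one limit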;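 also: in these data hits start at about 27%; measured in HUVEC primary endothelial cells; signal is the percent of cells scored E-selectin positive by PE staining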
#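 Test system: HUVEC; input: 3,000 HUVEC/well; measured by: immunofluorescence imaging; read-out: % PE-positive cells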
# SIRT5 inh: sirtuin-5 (human) deacylase inhibition; inhibition, % at 15 µM; Purified SirT5, succinyl-peptide AMC, trypsin-coupled fluorescence; 1.1% of 330,000 active; Q9NXA8; in the data active = inhibition above about 15%; inconclusive = no clear call, values can overlap the other calls
# Target sequence (Q9NXA8 whole entry, looked up): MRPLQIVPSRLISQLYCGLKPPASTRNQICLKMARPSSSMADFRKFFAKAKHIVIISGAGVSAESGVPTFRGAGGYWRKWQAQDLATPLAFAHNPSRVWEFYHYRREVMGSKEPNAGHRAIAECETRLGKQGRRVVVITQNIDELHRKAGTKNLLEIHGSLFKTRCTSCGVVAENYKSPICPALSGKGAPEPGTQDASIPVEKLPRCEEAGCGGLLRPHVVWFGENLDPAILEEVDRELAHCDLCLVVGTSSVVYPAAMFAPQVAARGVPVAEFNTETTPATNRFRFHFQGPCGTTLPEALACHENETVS
# ERp5 inh: blocks human ERp5 reductase activity on insulin. inhibition, % at 9.99 µM. 0.05% of 350,000 active. ERp5 insulin aggregation, absorbance 650 nm, 90 min. Q15084;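 active = mean replicate inhibition above about 25%, with every replicate also reaching it, limit read from the data, passing the limit was not always enough; inconclusive = only one of those two criteria met; inactive = neither criterion met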
# Target sequence (Q15084 whole entry, looked up): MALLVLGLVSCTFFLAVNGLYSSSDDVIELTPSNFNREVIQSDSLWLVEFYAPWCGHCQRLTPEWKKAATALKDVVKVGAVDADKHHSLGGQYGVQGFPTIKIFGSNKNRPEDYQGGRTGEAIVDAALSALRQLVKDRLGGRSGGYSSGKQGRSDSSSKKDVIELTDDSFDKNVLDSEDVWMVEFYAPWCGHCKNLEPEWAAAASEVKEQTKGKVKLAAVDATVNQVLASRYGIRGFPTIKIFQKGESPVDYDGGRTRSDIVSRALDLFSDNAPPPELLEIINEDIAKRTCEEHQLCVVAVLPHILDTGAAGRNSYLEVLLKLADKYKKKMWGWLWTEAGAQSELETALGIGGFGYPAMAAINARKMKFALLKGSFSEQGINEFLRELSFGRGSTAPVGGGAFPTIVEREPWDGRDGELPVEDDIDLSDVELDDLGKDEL
# Statin myotox sup: suppression of simvastatin myotoxicity | rescue of ATP level, % at 7.49 µM | 0.78% of 330,000 active | C2C12 myotubes + simvastatin, ATP luminescence, 48 h; scaled: DMSO 0, geranylgeraniol control 100;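 active = mean ATP rescue above about 67%, or every replicate alone reaching that limit, limit read from the data, passing the limit was not always enough; inconclusive = no clear call, values can overlap the other calls; inactive = mean under the limit and some replicate under it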;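 also: myotubes were challenged with 10 µM simvastatin during compound exposure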
# PglD inh: PglD (C. jejuni) enzyme inhibition; purified PglD enzyme, DTNB colorimetric CoA detection; inhibition, % at 12.5 µM; 0.098% of 360,000 active; AID 602405; in the data active = inhibition above about 16%, passing the limit was not always enough; inconclusive = no clear call, values can overlap the other calls; also: strong numbers were not always called active
# S100A4 inh HTS: inhibitors of human S100A4 binding to myosin IIA peptide. 0.14% of 360,000 active. inhibition, % at 10.7 µM. S100A4/TAMRA-MyoIIA peptide fluorescence polarization. P26447;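 active = mean inhibition of at least 70% across replicates, with every replicate also reaching that level; inconclusive = mean inhibition reaches 70% but some replicates fall short; inactive = mean inhibition below 70%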
# Target sequence (P26447 whole entry, looked up): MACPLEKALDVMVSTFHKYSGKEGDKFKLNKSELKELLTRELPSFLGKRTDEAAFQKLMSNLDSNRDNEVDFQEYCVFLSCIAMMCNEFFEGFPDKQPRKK
#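 incubation = readout 5 min after mixing, signal stable up to 60 min | system = S100A4 monomer protein | buffer or medium = HEPES pH 7.2 with CaCl2, KCl, NaCl, DTT, Triton | benchmarks = neutral control DMSO, positive control TFP | also added = fluorescent myosin IIA peptide, 5 nM | compound dosing = one concentration per compound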
# Active calls of the source: *; ? = inconclusive; . = not tested or not shown; & = joins results of further samples.
# Below each SMILES: DENV2 CPE rescue	E-sel inducer	SIRT5 inh	ERp5 inh	Statin myotox sup	PglD inh	S100A4 inh HTS
CCCCOCCCNC(=O)C[C@@H]1C[C@@]2(C(=O)OCC)CCCC=C2N(Cc2cccc3ccccc23)C1=O
    -4	.	1	-2	.	.	-2
Cc1c(C(=O)NCc2ccc(C#N)cc2)sc(=O)n1Cc1ccc(C(=O)N(C)C)cc1
    -2	.	.	8	-5	-2	-6
C/C(=N\NC(=O)COc1ccc(C)cc1Br)c1cc([N+](=O)[O-])cs1
    -4	.	.	20	11	-1	-2
O=C(Nc1nnc(-c2ccc(Cl)cc2)o1)C1=COCCO1
    1	.	-5	-2	4	0	7
COc1ccc(/C=C(\C#N)c2n[nH]c(Cn3cncn3)n2)cc1
    -5	.	3	-4	.	.	12
CCc1cccc(OCCOC(=O)CNS(=O)(=O)c2ccc(NC(C)=O)cc2)c1
    -9	-2.4	-13	-5	5	5	-2
O=C(Nc1ccccc1)N1C[C@@H]2N[C@H](C1)C2c1ccc(-c2cccnc2)cc1 (stereo not given in full)
    -4	-0.1	-3	-6	.	.	6
NC(=O)c1ncn([C@@H]2O[C@H](C(=O)N3CCN(CC(=O)Nc4ccccn4)CC3)[C@@H](O)[C@H]2O)n1
    7	0.0	-2	4	.	.	-4
COC(=O)c1ccccc1N(C)S(=O)(=O)c1cc2c(cc1C)OCC(=O)N2
    -2	.	1	-7	.	.	0
COc1ccc(NC(=O)NNC(=O)C(C)Oc2ccc3ccccc3c2)cc1OC (stereo not given)
    -3	-0.1	-1	1	.	-2	1
CCN(CC)S(=O)(=O)c1ccc(=O)n(CC(=O)N2Cc3ccccc3CC2C(N)=O)c1 (stereo not given)
    13	4.2	1	-1	-24	-1	-1
CCOC(=O)COc1ccccc1C1Nc2ccccc2C(=O)N1c1cccc(Cl)c1 (stereo not given)
    -2	.	-9	5	.	.	-7
CCOC(=O)C1=C(c2ccccc2)N=C2SCC(=O)N2C1c1ccc(O)c(OC)c1 (stereo not given)
    8	.	3	-6	17	.	-8
Cc1onc(-c2c(Cl)cccc2Cl)c1C(=O)NC(=S)Nc1sc2c(c1C(N)=O)CCC(C)C2 (stereo not given)
    0	.	-4	2	.	.	1
Cc1ccc(C(=O)c2c[nH]c(C(=O)NCCCN3CCOCC3)c2)cc1
    .	.	-2	3	4	-1	4
C[C@H]1CN([C@@H](C)CO)C(=O)c2cc(NS(=O)(=O)c3ccc(F)cc3)ccc2O[C@H]1CN(C)Cc1ccc2c(c1)OCO2
    -3	-13	4	-4	56	1	4
CCOP(=O)(OCC)c1nc(-c2ccc(Cl)cc2)oc1NCc1ccccc1
    1	-3.0	-6	?	.	.	-3
CCOc1cc(/C=C2\SC(N3CCCCC3)=NC2=O)ccc1O
    0	0.1	6	3	3	-2	1
COc1ccc(-c2nc(CN3CCC(C(=O)NCC4CCCO4)CC3)c(C)o2)cc1OC (stereo not given)
    -3	.	-2	2	.	.	-2
COc1ccc(NC(=S)N2CCCC(CO)C2)c(OC)c1 (stereo not given)
    .	.	-5	1	.	.	-3
CCOc1ccccc1NC(=O)Cn1c(-c2ccc(Cl)cc2)noc1=O
    -5	2.5	-3	-4	.	1	4
C[C@@H]1CN([C@H](C)CO)C(=O)c2cc(C#Cc3cccc(F)c3)cnc2O[C@H]1CN(C)C(=O)C1CC1
    1	0.1	3	1	.	-1	9
CO[C@@H]1CN(C)C(=O)c2cc(NC(C)=O)ccc2OC[C@H](C)N(Cc2cc(F)ccc2F)C[C@@H]1C
    -2	0.0	4	4	-8	0	-1
O=C1OCCN1C(=O)[C@H]1[C@H](c2ccc([N+](=O)[O-])cc2)C(c2ccc(F)cc2)=NN1c1ccc(Br)cc1
    -15	1.9	-5	-4	22	0	-6
C[C@@H]1CN([C@@H](C)CO)S(=O)(=O)c2ccc(Br)cc2O[C@H]1CN(C)C(=O)CN(C)C
    18&-4	-0.1	1&-1	2&-1	0&7	-3&-3	1&-5
CCOC(=O)c1c(C)[nH]c(C)c1C(=O)COC(=O)c1cccs1
    -2	-0.2	.	4	-7	2	-3
Cc1ncc(CSc2ccc(Cl)cc2)c(CO)c1O
    6	-0.2	-4	5	13	2	5
CCC1(CC)C(=O)C2=C3C1[C@H](C(=O)OC)C=C(C(=O)OC)C[C@H]3n1c(=O)n(-c3ccccc3)c(=O)n1[C@H]2C (stereo not given in full)
    -1	-0.2	1	-4	6	3	-3
CC(C)N(CC(O)COc1ccc(CC(N)=O)cc1)CC(O)COc1ccc(CC(N)=O)cc1 (stereo not given)
    -3	-0.1	-1	2	4	4	2
Cc1cc(C(=O)Nc2cccc3c2O[C@@H](CN(C)S(C)(=O)=O)[C@H](C)CN([C@H](C)CO)C3=O)n(C)n1
    -11	.	1	-1	.	3	-11
O=C(NCCc1cscn1)C1CCC(=O)N(Cc2ccc(Cl)cc2)C1 (stereo not given)
    -4	.	-8	2	1	1	-9
CC(C)NC(=O)Nc1ccc2c(c1)C(=O)N([C@@H](C)CO)C[C@H](C)[C@@H](CN(C)C(=O)NC1CCCCC1)O2
    -1	-0.1	1	-3	-24	8	-27
CCOC(=O)c1cnc2ccc(C)cc2c1NCCN1CCOCC1
    ?	-0.1	-4	-1	-10	4	0
Cc1ccc(S(=O)(=O)N(C)C)cc1NC(=S)NC(=O)C12CC3CC(CC(C3)C1)C2
    3	-2.9	11	-8	.	.	-14
Cc1ccc(S(=O)(=O)Nc2ccc3c(c2)CC(=O)N([C@H](C)CO)C[C@H](C)[C@@H](CN(C)Cc2ccc(Oc4ccccc4)cc2)O3)cc1
    -25	-0.4	0	3	50	5	-27
Cc1ccc(S(=O)(=O)N2CC3C(=O)CC(c4ccccc4)N(S(=O)(=O)c4ccc(C)cc4)C3CC2c2cccc(Cl)c2)cc1 (stereo not given)
    -17	1.3	-1	1	.	.	1
CCOc1ccc(CCNC(=O)COC(=O)/C=C/c2ccccc2OC)cc1OCC
    15	0.2	1	2	.	.	3
Nc1nc2cc3c(cc2cc1C(=O)NCCc1c[nH]c2ccccc12)OCO3
    -9	-0.3	3	8	.	.	-2
COc1ccccc1N(C)C(=O)c1cc(S(=O)(=O)N2CCc3ccccc32)cn1C
    ?	-0.2	-5	-9	-11	1	-2
CC(=O)N[C@H]1C[C@@H]2O[C@H](CO)CC[C@@H]2O[C@@H]1CCc1ccc(C#CCc2ccccc2)cc1
    0	.	-8	-3	.	.	1
COc1ccc(CN2C(=O)NC3(CCCCCC3)C2=O)cc1F
    .	.	2	-8	.	2	-3
COc1ccc2c3c([nH]c2c1)[C@H](CO)N(C(=O)c1ccccc1)CC31CCN(C(=O)CC2CC2)CC1
    4	0.1	.	3	.	.	-4
C[C@@H]1CN([C@H](C)CO)C(=O)Cc2cc(NC(=O)Cc3ccccc3)ccc2O[C@@H]1CN(C)Cc1ccc(C(=O)Nc2ccccc2N)cc1
    0	1.8	4	7	.	.	-14
COc1ccc(NC(=O)N[C@H]2CC[C@@H](CCNC(=O)CN3CCOCC3)O[C@@H]2CO)cc1
    -4	-0.1	-2	11	-2	-1	13
C[C@H](CO)N1C[C@H](C)[C@@H](CN(C)S(C)(=O)=O)Oc2c(NC(=O)Nc3ccc(C(F)(F)F)cc3)cccc2C1=O
    12&-8	0.5&0.3	-1	-3&-5	-19&-5	1&1	2&-1
Cc1ccccc1Nc1scc(-c2ccc(Cl)cc2)[n+]1-c1ccccc1C
    -3	0.0	-1	-3	-4	.	15
CC(C)[C@H](NC(=O)c1ccccc1)C(=O)OCC(=O)NCCC1=CCCCC1
    -3	1.2	-3	3	.	-7	-2
Cn1cnc(S(=O)(=O)N[C@@H]2CC[C@@H](CC(=O)NCC3CC3)O[C@@H]2CO)c1
    4	-0.5	3	1	0	-1	-3
CCCN(CCC)S(=O)(=O)c1ccc(C(=O)NCc2n[nH]c(=S)n2-c2ccc(Cl)c(Cl)c2)cc1
    15	.	0	2	.	.	2
CCCNC(=O)N(C)C[C@@H]1Oc2ncc(-c3ccccc3)cc2C(=O)N([C@@H](C)CO)C[C@H]1C
    -13	0.1	-4	-4	-7	-1	-17
CCc1nc2ccc(C(=O)NCCCn3ccnc3)cn2c1N(CC)CCOC
    0	2.0	-2	-4	12	-7	29
O=C(C1CCCC1)N1CC(=O)N2[C@H](CO)[C@@H](c3ccc(C#Cc4cccc(F)c4)cc3)[C@H]2C1
    11	-0.7	-1	-5	.	.	47
CCOC(=O)[C@]12CCCC=C1N(Cc1cccc3ccccc13)C(=O)[C@H](CC(=O)NCc1cccc3ccccc13)C2
    -3	.	0	3	.	.	-2
CCn1nc(C)cc1C(=O)N(C)C1CCCN(Cc2ccccc2F)C1 (stereo not given)
    2	.	-3	8	8	-7	-6
Cc1cnc(C)c(N2CCN(Cc3cn(C)nc3-c3cccc(Cl)c3)CC2)n1
    4	.	0	2	.	.	4
Nc1c(C(=O)Nc2ccc3c(c2)OCCO3)nnn1Cc1ccc(F)cc1
    -2	.	-1	-1	4	-4	-2
COc1ccc(C(=O)NCC(=O)N/N=C/c2cn[nH]c2-c2ccccc2)cc1
    16	.	0	5	1	-1	4
CCOc1ccc(C2C(C(=O)c3cccs3)=C(O)C(=O)N2CCN2CCOCC2)cc1 (stereo not given)
    -2	0.2	3	-2	.	.	-3
C[C@H](NC(=O)N1CCC(Cc2ccccc2)CC1)C(=O)O
    0	1.5	0	1	-9	1	1
C1CCC(Nc2nc3nonc3nc2N2CCSCC2)C1
    -6	.	1	-3	.	.	-2

# Laid out differently: entries from further up.
Structure | DENV2 CPE rescue | E-sel inducer | SIRT5 inh | ERp5 inh | Statin myotox sup | PglD inh | S100A4 inh HTS
Nc1c(C(=O)Nc2ccc3c(c2)OCCO3)nnn1Cc1ccc(F)cc1 | -2 | . | -1 | -1 | 4 | -4 | -2
C[C@H](NC(=O)N1CCC(Cc2ccccc2)CC1)C(=O)O | 0 | 1.5 | 0 | 1 | -9 | 1 | 1

# Following part:
# Below each SMILES: DENV2 CPE rescue	E-sel inducer	SIRT5 inh	ERp5 inh	Statin myotox sup	PglD inh	S100A4 inh HTS
c1ccc(CCNc2nc(-c3ccncc3)nc3ccccc23)cc1
    -14	.	-5	-1	.	-1	-12
Cc1noc(C)c1S(=O)(=O)Nc1ccc2c(c1)CC(=O)N([C@@H](C)CO)C[C@H](C)[C@@H](CN(C)S(=O)(=O)c1c(C)noc1C)O2
    -1	0.2	1	3	14	5	9
COC(=O)c1ccc(C(=O)N(C)C2CCCN(Cc3ccccc3F)C2)nc1 (stereo not given)
    15	2.0	-10	6	-13	-2	-5
N=c1n(CC(=O)c2cccs2)c2ccccc2n1Cc1ccccc1
    6	9.1	-4	1	.	.	1
CN(Cc1ccccc1)C(=O)c1ccc(NC(=O)Cc2ccc([N+](=O)[O-])cc2)cc1
    -1	-0.2	.	3	2	5	2
COc1ccc2[nH]cc(CCNS(=O)(=O)c3ccc(NC(C)=O)cc3)c2c1
    13	.	3	1	.	1	1
C[C@@H]1CN([C@@H](C)CO)S(=O)(=O)c2ccc(C#CC3CCCC3)cc2O[C@@H]1CN(C)C(=O)Cc1ccccc1
    -6	0.3	1	3	-25	1	6
CC1(c2nnnn2-c2ccc3c(c2)OCCO3)CCC(=O)N1CCc1c[nH]c2ccccc12 (stereo not given)
    -13	0.1	.	-2	.	.	-2
O=c1c2ccccc2oc2cc(-c3ccc4cc[nH]c4c3)ccc12
    -6	0.0	.	0	-101	4	-3
CCC(=O)Nc1ccc2c(c1)OC[C@@H](C)N(C(=O)NC(C)C)C[C@H](C)[C@H](OC)CN(C)C2=O
    14	-0.2	1	-2	-7	1	5
CC(C)c1ccc(NC(=O)CSc2n[nH]c(=O)n2Cc2ccco2)cc1
    -3	2.4	2	5	.	-3	3

# This is a subset; rates above refer to the full screens.
